Nrf2 inh – Nrf2 qHTS screen for inhibitors; AID 504444, 2011; A549 ARE-Fluc reporter, luciferase luminescence, 18-24 h; 360,000 tested, 2.1% active; Potency, µM (doses to about 46 µM), without a hit: at the highest dose activity change, negative = inhibition, hits mostly inhibitors; further: potency means the concentration at half of the fitted maximal effect; on the % scale 0 is the no-effect control and ±100 the full control effect; nearly all actives have a fitted effect of over 60% in size
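Reporter: ARE-Fluc in A549. Exposure: 18-24 h, 37 °C, 5% CO2, 5% FBS OPTI-MEM. Readouts: fluorescent cytotoxicity (CellTiter-Fluor), then luminescent Nrf2 signal after BugLite.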
TGFb inhibitor – qHTS for Inhibitors of TGF-b | HepG2 CAGA-GFP TGF-b/SMAD3 reporter, GFP fluorescence, 18 h; TGF-beta stimulated, 500 pg/mL final | Potency, µM (series often up to 46.1 µM), for the others: at the highest dose activity, negative = inhibition, hits mostly inhibitors | 410,000 tested, 1.2% active | AID 588855, 2011; further: potency means the concentration at half of the fitted maximal effect; on the % scale 0 is the no-effect control and ±100 the full control effect; nearly all actives have a fitted effect of over 65% in size
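Read-out: total well GFP (ex488/em500-530) summed from mean per-cell fluorescence. Cells: HEPG2 CAGA-GFP, 1% FBS DMEM, 18 h at 37 degrees C with 500 pg/mL final TGF-beta. Unstimulated wells served as the full-inhibition control; stimulated DMSO wells = 0%.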
Nrf2 ARE act – qHTS of Nrf2 Activators; AREc32 ARE-luciferase reporter (MCF7-derived line), luminescence, 24 h; 410,000 tested, 0.31% active; Potency, µM (doses to about 46.1 µM), for inactives: top-dose activation, actives largely listed as activators; further: potency means the concentration at half of the fitted maximal effect; % of control where 0% means no effect; nearly all actives have a fitted effect of over 65% in size
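Each well held 1000 AREc32 cells, which were incubated with compound for 24 hr at 37 deg C after overnight attachment, and ARE reporter activity was quantified by firefly luciferase luminescence.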
ATXN viability – Viability Counterscreen for Primary qHTS for Inhibitors of ATXN expression; 400,000 tested, 0.49% active; S2 cells (HEK-293 line with an ATXN2-luciferase reporter) viability, CellTiter-Fluor protease fluorescence, 24 h; Potency, µM (titrated, usually from 56.7 µM), most hits filed as cytotoxic; further: potency means the concentration at half of the fitted maximal effect; nearly all actives have a fitted effect of over 40% in size
A549 viability – Nrf2 qHTS screen for inhibitors: counterscreen for cytotoxicity; A549 ARE-Fluc cells, CellTiter-Fluor viability, 18-24 h; Potency, µM (top dose mostly 46 µM), for the others: at the highest dose activity change, negative = cytotoxicity, most hits filed as inhibitors; 390,000 tested, 0.16% active; AID 504648, 2011; further: potency means the concentration at half of the fitted maximal effect; on the % scale 0 is the no-effect control and ±100 the full control effect
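A549 ARE_Fluc cells in 5% FBS OPTI-MEM were exposed to compounds in concentration-response for 18-24 h at 37 deg C. Viability was read by CellTiter-Fluor fluorescence (Ex 405/Em 525) after 30 min, before the luciferase read.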
CCT modulator – High-Throughput Screening for Modulators of Cytosolic Chaperonin Activity. purified chaperonin ATPase assay, HTRF ADP detection, 30 min. activity change, % (concentration not given with the values), hits read low. 360,000 tested, 0.3% active; in the data active means activity change below about -30%; further: on the % scale 0 is the no-effect control and ±100 the full control effect
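TRiC at 40 or 20 nM final (batch-dependent) in 30 mM Tris pH 7.4, 100 mM KCl, 5 mM MgCl2, 1 mM DTT, with compound at single 76 uM and 10 uM ATP, 30 min at 37 deg C. ADP detected by HTRF Transcreener, 665/615 ratio.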
Akt phos inh – HTS Assay for Inhibitors of Akt Phophorylation: Primary Screen; Neuro2A IGF-stimulated pAkt S473 HTRF, 20 min; hits give low values; activity change, % for hits at 50 µM; 360,000 tested, 0.32% active; AID 651550, 2012; in the data active means activity change below about -80%; inconclusive means mostly about -51% to -80%; further: on the % scale 0 is the no-effect control and ±100 the full control effect
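Single-point screen (50 µM final compound) in Neuro2A cells stimulated 20 min with 6 nM IGF at 37 deg C. After lysis, Ser473-phosphorylated Akt read by HTRF (ex 330 nm, em 615/665 nm) as the 665/615 ratio.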
Mm-Cpn inhibitor – Inhibitors of TCP-1 ring complex (TRiC) of Methanococcus maripaludis (MmCpn): qHTS; Potency, µM (doses to about 76.9 µM), for inactives: top-dose activity, negative = inhibition, most hits filed as inhibitors; purified Mm-Cpn ATPase, ADP Transcreener TR-FRET; 330,000 tested, 0.031% active; further: potency means the concentration at half of the fitted maximal effect; on the % scale 0 is the no-effect control and ±100 the full control effect; nearly all actives have a fitted effect of over 80% in size
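Quantitative HTS used 25 nM Mm-CPN and 10 uM ATP in magnesium/KCl Tris buffer, pH 7.4, with 1 mM DTT. Hydrolysis ran 30 min at 37°C; ADP was read by HTRF.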
HepG2 viability – qHTS for Inhibitors of TGF-b: Cytotox Counterscreen; HepG2 CAGA-GFP viability, ATP luminescence, 18 h; Potency, µM (highest dose often 46.1 µM), without a hit: top-dose activity change, negative = cytotoxicity, hits mostly cytotoxic; 410,000 tested, 0.76% active; further: potency means the concentration at half of the fitted maximal effect; some results filed as inactive show a strong effect at the top dose
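CellTiter-Glo luminescence gave cytotoxicity after 18 hours at 37 degrees C. The cells were HepG2 CAGA-GFP in 1% FBS DMEM, stimulated with 500 pg/mL TGF-beta after compound addition. %Activity was normalised to no-cell wells (complete cell-killing) and DMSO (no toxicity), and curves were fitted and classified.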
Numbers without * were called inactive; i = inactive; ? = inconclusive; / = not tested or not shown; & = joins results of further samples; [ ] = remark or other dose. Unless noted, the call rests on the fitted dose curve; in most records, active means well fitted curve in the direction sought with a large enough effect; inconclusive means small, poorly fitted or top-dose-only effect, or another doubt; inactive means no such curve, though single readings can be large; an effect the other way counts as inactive or inconclusive.

Sample of the layout, four compounds:
SMILES	Nrf2 inh	TGFb inhibitor	Nrf2 ARE act	ATXN viability	A549 viability	CCT modulator	Akt phos inh	Mm-Cpn inhibitor	HepG2 viability
CCN(C(=S)NC(=O)c1ccco1)c1cccc2ccccc12	14%	-2%	27%	i	-2%	-9.3	i	-4%	-15%
Cc1cc(C)c2c(CN3CCCC3)cc(=O)oc2c1	/	-16%	-0.6%	i	/	-0.1	i	/	-1%
O=C(Cc1ccc(F)cc1)NC1CCCC1	/	7%	-0.7%	i	15%	-3.1	i	-1%	-4%
Cc1ccccc1N1CCN(CCCOc2ccc3c(C)cc(=O)oc3c2)CC1	-9%	-20%	0.1%	/	-13%	-1.7	/	2%	-20%

The whole of this part (from the top)
SMILES	Nrf2 inh	TGFb inhibitor	Nrf2 ARE act	ATXN viability	A549 viability	CCT modulator	Akt phos inh	Mm-Cpn inhibitor	HepG2 viability
CCN(C(=S)NC(=O)c1ccco1)c1cccc2ccccc12	14%	-2%	27%	i	-2%	-9.3	i	-4%	-15%
Cc1cc(C)c2c(CN3CCCC3)cc(=O)oc2c1	/	-16%	-0.6%	i	/	-0.1	i	/	-1%
O=C(Cc1ccc(F)cc1)NC1CCCC1	/	7%	-0.7%	i	15%	-3.1	i	-1%	-4%
Cc1ccccc1N1CCN(CCCOc2ccc3c(C)cc(=O)oc3c2)CC1	-9%	-20%	0.1%	/	-13%	-1.7	/	2%	-20%
Cc1cc(C)c(NC(=O)COC(=O)c2ccc([N+](=O)[O-])s2)c(C)c1	-30%	-6%	-0.3%	i	-11%	2.2	i	-2%	11%
CCn1cc(C(=O)NCc2ccc3c(c2)OCO3)c(=O)c2cc(F)c(N3CCN(C(=O)c4ccco4)CC3)cc21	16µM*	0%	0.7%	?	?	-0.2	i	-2%	10%
N/C(=N\OC(=O)COc1ccc(Br)cc1Cl)c1cccnc1	26%	-18%	3.1%	i	?	-0.9	i	-2%	-44%
Cc1ccc(C(=O)OCC(=O)Nc2cc(Cl)ccc2C#N)o1	/	1%	-0.3%	?	/	-1.2	i	/	-6%
COc1ccc(OC)c(Nc2cc(C)nc3nc(C)nn23)c1	13%	0%	0.2%	i	-7%	-0.4	i	-2%	-18%
O=C(COc1cccc(F)c1)NNC(=O)Cc1ccc(S(=O)(=O)N2CCOCC2)s1	3%	0%	-1.0%	i	6%	-0.4	i	1%	-1%
COc1cccc(NC(=O)CN2C(=O)COc3ccc(S(=O)(=O)N4CCCCCC4)cc32)c1	?	?	0.3%&3.0%	?	1%&-17%	3.2	i	0%	-21%&-20%
Cc1ncc([N+](=O)[O-])n1CC(=O)Nc1ccc(F)c(F)c1	-6%	0%	0.3%	i	-13%	1.8	i	-1%	4%
COc1ccccc1C(=O)Nc1ccc(Br)c2cccnc12	3%	6%	5.5%	i	1%	-1.0	i	?	1%
CC(C(=O)c1c[nH]c(C(=O)N=CN(C)C)c1)c1ncc(C(F)(F)F)cc1Cl (centres undefined)	-10%	-21%	-0.9%	i	11%	0.1	i	-2%	0%
OC[C@@H]1CN(Cc2ccco2)C[C@H](n2cnc3c(NCc4ccncc4)ncnc32)O1	/	-3%	0.8%	i	/	-0.6	i	/	1%
NC(=O)c1cc(-c2ccccc2)sc1NC(=O)CN1CCCCC1	-17%	?	4.6%	?	-14%	2.9	i	-13%	-26%
COc1cccc(-c2nnn(CC(=O)NC3CCCC3)n2)c1OC	-11%	0%	0.0%	i	-9%	-1.4	i	-1%	7%
CCOc1ccc(Br)cc1C(=O)N/N=C/c1cccc(C)n1	?	13%	-0.2%	i	0%	0.5	i	-1%	-3%
CC1CCCC(C)N1C(=O)COC(=O)c1cc(Br)ccc1Cl (centres undefined)	8%	-1%	14%	i	0%	-4.4	i	1%	-1%
CC(C)(C)NC(=O)NC(=O)COc1ccc(Br)cc1Br	?	?	0.3%	i	2%	-0.1	i	0%	-46%
CCCn1c(SCC(=O)Nc2ccc3c(c2)OCO3)nc2c1c(=O)n(C)c(=O)n2C	-3%	-9%	-0.1%	i	3%	-3.4	i	-2%	-2%
C[C@]12C(=O)N(c3cccc(Cl)c3)C(=O)N1[C@H]1c3ccccc3OC[C@@H]1[C@H]2c1ccccc1	-16%	-23%	0.5%	i	0%	-0.8	i	1%	-35%
COc1ccc(CCNC(=O)c2cccc(S(=O)(=O)N3CCc4ccccc4C3)c2)cc1	?	-23%	0.2%	i	-8%	-1.4	i	0%	-5%
CCCNC(=O)NS(=O)(=O)c1ccc(Cl)cc1	28%	0%	1.7%	i	6%	0.9	i	2%	0%
COc1ccc(/C=C2\SC(=O)N(CCC(=O)N3CCCCC3)C2=O)cc1OC	-1%	17%	-0.2%	i	2%	0.3	i	2%	0%
COc1ccc(CC(=O)Nc2cccc(S(=O)(=O)N3CCCCC3)c2)cc1	?	-28%	1.6%	i	-2%	-1.2	i	-1%	-17%
COc1ccc(C)cc1N(CC(=O)N1CCc2ccccc2C1)S(C)(=O)=O	-4%	-8%	0.1%	i	-11%	-0.3	i	1%	1%
O=C(N/C(=C\c1cccs1)C(=O)N1CCCCCC1)c1ccccc1	-4%	0%	-0.7%	i	-4%	-4.7	i	-1%	4%
CC(C)(C)OC(=O)N1Cc2ccccc2C[C@H]1C(=O)N1CCC[C@H]1C(=O)O	23%	-10%	0.5%	i	2%	-0.8	i	1%	10%
CCOc1ccc(C(=O)OCC(=O)NCc2ccccc2)cc1OCC	-13%	3%	-0.3%	i	0%	1.6	i	0%	0%
CSc1nc2ncc(C(=O)O)c(N)n2n1	4%	-9%	-0.7%	i	0%	2.4	i	1%	18%
O=C(CNC(=O)c1ccco1)OCc1ccccc1Cl	-3%	1%	-0.4%	i	-1%	-3.5	i	2%	18%
CCCCCCNC(=O)CC(NS(=O)(=O)c1ccc(OC)cc1)C(C)C (centres undefined)	?	-20%	0.4%	i	1%	-0.7	i	1%	-17%
O=S(=O)(NC1CC1)c1ccc(S(=O)(=O)N(Cc2ccccn2)C2CCCC2)cc1	-28%	1%	0.2%	i	-1%	-29	i	2%	-1%
COc1cccc(C(=O)N2CCN(S(=O)(=O)Cc3ccccc3)CC2)c1OC	-15%	-19%	-0.1%	i	/	-1.8	i	1%	-18%
O=C(Cc1cn2ccsc2n1)Nc1nc2c(s1)CN(Cc1ccccc1)CC2	9%	2%	1.9%	i	1%	2.3	i	-12%	-1%
CN(C)C(CNC(C(=O)Nc1ccc([N+](=O)[O-])cc1Br)c1ccccc1)c1ccccc1 (centres undefined)	-21%	-12%	7.6%	i	?	0.8	i	-2%	-4%
CC(OC(=O)C1CCCCC1)C(=O)Nc1cccc([N+](=O)[O-])c1 (centres undefined)	-9%	-3%	4.3%	i	-2%	-2.0	i	0%	15%
Cc1cccc(C)c1NC(=O)C1c2ccccc2OCC(=O)N1Cc1cccnc1 (centres undefined)	/	/	0.2%	i	/	2.5	i	/	/
CCOc1ccc(N(CC(=O)NC2CCCCC2)S(=O)(=O)c2c(C)noc2C)cc1	10%	0%	-1.3%	i	0%	0.2	i	2%	7%
O=C(C1CCCO1)N1CCN(Cc2c(O)ccc3ccccc23)CC1 (centres undefined)	-14%	?	12%	i	-17%	0.3	i	0%	-54%
CN(CC(=O)Nc1ccc(N2CCOCC2)cc1)C(=O)CSc1ccccc1F	5%	2%	0.3%	i	-2%	2.7	i	0%	4%
CN(Cc1nccn1C)C(=O)c1ccc(OC2CCN(CCc3ccccc3)CC2)cc1	-2%	0%	-0.1%	?	-11%	-2.8	i	0%	-25%
COc1cccc(-c2ccc(NC(=O)C3CCCN(Cc4nccn4C)C3)cc2)c1 (centres undefined)	2%	0%	4.8%	i	1%	1.1	i	0%	-27%
COc1ccc(-c2cc(C(=O)NN)[nH]n2)cc1OC	8%	-16%	3.4%	/	0%	-3.5	i	2%	-3%
Cc1ccc(CCNC(=O)c2ccc3c(c2)c(C)c(C)n3Cc2ccccc2)cc1	-15%	0%	-0.6%	/	7%	/	/	/	-31%
CCCc1nnc(NC(=O)CNc2ccc(F)cc2)s1	6%	?	0.3%	i	-1%	-0.1	i	0%	8%
COc1ccc(C(CNC(=O)C(CC(C)C)NS(=O)(=O)c2ccc(C)cc2)N2CCOCC2)cc1 (centres undefined)	2%	3%	0.1%	i	5%	-1.2	i	3%	-10%
CNC(=O)C(=O)N/N=C/c1cccnc1	1%	19%	-0.4%	i	-2%	4.0	i	-2%	8%
O=S(=O)(Nc1ccccn1)c1ccc(C(F)(F)F)cc1Cl	-1%	31%[activator]	0.0%	i	1%	-1.5	i	-4%	-14%

Remaining list, next part:
SMILES	Nrf2 inh	TGFb inhibitor	Nrf2 ARE act	ATXN viability	A549 viability	CCT modulator	Akt phos inh	Mm-Cpn inhibitor	HepG2 viability
NC(=O)N/N=C/c1c(Sc2nnnn2-c2ccccc2)nc2ccccn2c1=O	?	?	22%	?	-19%	-2.0	i	-3%	-34%
Cn1c(O)c(/C=C2\C=Nc3ccccc32)sc1=Nc1ccc(C(=O)O)cc1	0%	6%	8.5%	?	-8%	0.4	i	2%	7%
Cc1cc(NC(=O)CCCC(=O)N(CC(=O)NCCc2ccccc2)Cc2ccc(F)cc2)no1	0%	-21%	-0.4%	i	-4%[1.84 µM]	-2.2	i	3%	-23%
COc1ccc(C(=O)NCC(c2ccc3c(c2)OCO3)N2CCOCC2)cc1OC (centres undefined)	/	39%[activator]	-0.8%	i	2%	/	/	/	-19%

From PubChem BioAssay
